Source: PubChem BioAssay
Growth percent in the NCI-60 one-dose screen (48 h, 10 µM unless noted): 100 = growth as untreated, 0 = no growth, -100 = all killed.
CCRF-CEM = CCRF-CEM leukemia. hit rate 7% among 77,000
MDA-MB-231 = MDA-MB-231 breast cancer. AID 1794789. hit rate 5% among 81,000
SR = SR leukemia cells; hit rate 8.7% among 73,000; AID 1794780
MDA-MB-468 = MDA-MB-468 breast cancer; hit rate 8.5% among 78,000
RPMI-8226 = RPMI-8226 leukemia cells | hit rate 7.5% among 77,000
K-562 = K-562 leukemia; hit rate 7.4% among 78,000; AID 1794777
MCF7 = MCF7 breast cancer; hit rate 6.3% among 82,000; AID 1794796
MOLT-4 = MOLT-4 leukemia cells; AID 1794779; hit rate 6.9% among 80,000
The depositor's hits bear a star; . = not tested or not shown; & = joins results of further samples; [ ] = another dose, or the depositor's remark. Rule for the calls: active = growth percent below 10; inactive = the rest.

Value order: CCRF-CEM | MDA-MB-231 | SR | MDA-MB-468 | RPMI-8226 | K-562 | MCF7 | MOLT-4
C=C1C(=O)O[C@@H]2[C@@H]3O[C@@](C)(CC/C=C(\C)CCC[C@@H]2C)[C@H](O)C[C@@H]13
    . | 68 | 14 | -25* | 7.5* | 19 | 36 | 17
COc1ccc(-c2nc(SCC(C)C)nc(N(CCO)CCO)c2C#N)cc1
    93 | 92 | 66 | 99 | 92 | 88 | 99 | 92
O=C(CCCCCCCCC(=O)OCCOc1ccccc1)OCCOc1ccccc1
    98 | 100 | . | 96 | 107 | 105 | 88 | 115
OCc1ccc(-c2ccccc2)cc1
    91 | 100 | 92 | 106 | 104 | 96 | 102 | 99
O[C@@H]1Cc2cc(Cl)ccc2N[C@H](c2cccs2)C1
    109 | 123 | 105 | 95 | 100 | 122 | 88 | 110
CC(=O)Nc1ccc2oc(C(=O)c3ccccc3)c(C)c2c1
    . | 92 | 84 | 104 | 90 | 89 | 102 | 89
Clc1cncc(Nc2ncnc3ccc(-c4cnc5[nH]ccc5c4)cc23)c1
    84 | 82 | 69 | 33 | 51 | 80 | 43 | 88
O=c1[nH]c2ccccc2cc1CSc1ccccc1Nc1nccc(-c2ccc3c(c2)OCO3)n1
    101 | 85 | 103 | 84 | 92 | 88 | 69 | 94
COc1ccccc1NC(=O)Nc1cnc(Nc2ccc(N3CCOCC3)cc2)nc1Oc1ccc(C)cc1OC
    . | 73 | 72 | 86 | 79 | 85 | 93 | 78
Cc1cc(C)c(CC(C)C)c(C)c1
    100 | 92 | 123 | 108 | 107 | 116 | 95 | 141
N#CC1C(=N)Cc2ccccc2-c2ccccc21 (configuration not stated)
    63 | 57 | 27 | 9.3* | 52 | 16 | 31 | 26
COc1cc2c(cc1C)NC(=O)/C2=C\c1c[nH]c2ccccc12
    54 | 61 | 46 | . | 60 | 41 | 59 | 24
Cc1ccc(Nc2ncnc(Cl)c2N)cc1
    99 | 93 | 114 | 109 | . | 113 | 101 | 113
N#C/C(=C\C=C\c1ccc(-c2cc(Cl)ccc2Cl)o1)c1nc2ccccc2s1
    92 | 72 | 93 | 109 | 97 | 100 | 83 | 99
COc1ccc(-c2nc3ccc(F)cc3s2)cc1
    96 | 89 | 86 | 65 | 81 | 85 | 52 | 82
CS(=O)(=O)c1nccc(-c2c(-c3ccc(O)cc3)nc3sccn23)n1
    97 | 91 | 66 | 80 | 102 | . | 98 | 98
COc1ccc(-c2nc3cc(C(=O)NCc4ccccc4)ccc3n2C2CCCCC2)cc1
    77 | 78 | 44 | 98 | 69 | 41 | 77 | 67
COc1cc(C2C(C#N)=C(N)Oc3cc(O)ccc32)cc(OC)c1OC (configuration not stated)
    8.9* | 36 | 11 | -16* | 16 | 9.1* | 20 | 6.0*
CCOC(=O)c1cnc2sc(-c3ccccc3)nc2c1N
    . | 98 | 109 | 80 | . | 103 | 82 | 102
CCn1c(SCC(=O)Nc2nc3ccc(F)cc3s2)nnc1-c1cccnc1Nc1cc(OC)c(OC)c(OC)c1
    90 | 107 | 82 | 136 | 85 | 95 | 104 | 75
Cc1cc(C)c(-c2c(C)cc(C)cc2CBr)c(CBr)c1
    42 | 98 | . | 45 | 50 | 68 | 67 | .
NC(N)=N/N=C\c1ccc(O)c(O)c1
    96 | 103 | 106 | 104 | 108 | . | 96 | 110
COc1cc(CNC(=O)C[C@H](C)CCC=C(C)C)ccc1OCc1cn(-c2ccc(Cl)cc2Cl)nn1
    116 | 60 | 80 | 50 | 91 | 81 | 68 | 84
O=C1c2ccccc2C(=O)C1C(=O)C1CC1
    110 | 97 | 116 | . | 99 | 132 | 104 | 100
Clc1nc(-c2ccccn2)nc2sc3c(c12)CCCCCC3
    72 | 117 | 66 | -84* | 96 | 80 | 54 | 68
Cc1ccc(C)c2c(C)c(C(=O)Nc3cccc(-n4cccn4)c3)oc12
    42[50 µM] | 77[50 µM] | 57[50 µM] | 28[50 µM] | 44[50 µM] | 37[50 µM] | 13[50 µM] | 42[50 µM]
Cc1ccc(C2=NN3C(C2)c2ccccc2OC3c2ccc(/C=C3\SC(=O)NC3=O)cc2)cc1 (configuration not stated)
    105 | 92 | 94 | 114 | 97 | 94 | 97 | 96
CCN(CC)CC(C)(O)CNc1cc(OC)cc2cccnc12 (configuration not stated)
    110 | 79 | . | 94 | 116 | . | 75 | .
COc1ccc(NCc2cn(-c3ccc(C(=O)O)cc3)nc2-c2ccc(B(O)O)cc2)cc1C(F)(F)F
    101 | 114 | 102 | 102 | . | 105 | 93 | 104
Nc1nc(O)c(N)c(=O)[nH]1
    93 | 99 | 104 | 107 | 103 | 111 | 102 | 102
CCCCCCCCCCCCCCCCCc1nc(N)nc(N)n1
    . | 102 | 73 | 69 | 89 | 39 | 94 | 73
Cc1ccc(-n2c[n+]([O-])c(-c3ccccc3)c2-c2ccccc2)cc1
    97 | 105 | 98 | 94 | 73 | 93 | 106 | 89
NC(=O)c1ccccc1[N+](=O)[O-]
    97 | 114 | 115 | 99 | 101 | 100 | 100 | 99
COc1ccc(/C(=N\N)C(=O)c2ccccc2)cc1 (tested in a mixture with another compound)
    88 | 102 | 111 | 89 | 90 | 101 | 92 | 80
COc1cc(C(=O)c2ccccc2C(=O)O)c(OC)c2c1CCCC2
    90&113 | 101&88 | 95&67 | 95 | 94&108 | 85&86 | 99&97 | 96&86
CC(=O)Nc1cccc(-c2nc3ccccc3n2Cc2ccc(Cl)cc2)c1
    90 | 90 | 77 | 88 | 79 | 77 | 83 | 84
O=C(Nc1ccccc1C1=NCC(CO)O1)c1ccc(C(F)(F)F)cc1 (configuration not stated)
    102 | 113 | 108 | 112 | 103 | 96 | 95 | 104
CCCCc1cccc(OC)c1OCc1ccccc1
    34 | 91 | 52 | 35 | 30 | 53 | 82 | 68
O=c1cc[nH]c2c(Cl)c3nnn(OCc4ccc([N+](=O)[O-])cc4)c3cc12
    96 | 145 | 62 | . | 112 | 79 | 87 | 97
O=C1NCCS(=O)(=O)/C1=C\C=C\c1cccc(C(F)(F)F)c1
    0.8* | 49 | 6.6* | 18 | -7.4* | 17 | 18 | 8.7*

2 records drawn at random from those above, as already listed:
Value order: CCRF-CEM | MDA-MB-231 | SR | MDA-MB-468 | RPMI-8226 | K-562 | MCF7 | MOLT-4
O=C1NCCS(=O)(=O)/C1=C\C=C\c1cccc(C(F)(F)F)c1
    0.8* | 49 | 6.6* | 18 | -7.4* | 17 | 18 | 8.7*
Clc1nc(-c2ccccn2)nc2sc3c(c12)CCCCCC3
    72 | 117 | 66 | -84* | 96 | 80 | 54 | 68

Record cards, as listed above. Screens in order: CCRF-CEM, MDA-MB-231, SR, MDA-MB-468, RPMI-8226, K-562, MCF7, MOLT-4
O=c1[nH]c2ccccc2cc1CSc1ccccc1Nc1nccc(-c2ccc3c(c2)OCO3)n1 is listed with 101, 85, 103, 84, 92, 88, 69, 94
NC(=O)c1ccccc1[N+](=O)[O-] is listed with 97, 114, 115, 99, 101, 100, 100, 99
COc1ccc(-c2nc(SCC(C)C)nc(N(CCO)CCO)c2C#N)cc1 is listed with 93, 92, 66, 99, 92, 88, 99, 92

(next part)
Value order: CCRF-CEM | MDA-MB-231 | SR | MDA-MB-468 | RPMI-8226 | K-562 | MCF7 | MOLT-4
CC(=O)OCC(=O)[C@@]1(O)CC[C@H]2[C@@H]3CCC4=CC(=O)C=C[C@]4(C)[C@H]3C(=O)C[C@@]21C
    99 | 109 | 96 | 122 | 103 | 105 | 97 | 98
O=[N+]([O-])c1ccc(OCCCCCCOc2ccc([N+](=O)[O-])cc2)cc1
    102 | 80 | 97 | 90 | 91 | 98 | 88 | 105
CCOC1(OCC)OC(c2ccccc2)=C(C#N)C(/C=C\c2ccccc2)C1(OCC)OCC (configuration not stated)
    79 | 85 | 53 | 57 | 44 | 73 | 77 | 82
COc1cc2oc(-c3cccc(C(=O)Nc4ccc(Cl)cc4)c3)cc(=O)c2c(OCCN)c1OC
    -53* | -87* | -49* | -73* | -64* | -44* | -72* | -59*
O=C(CCn1cc[n+](CC(=O)c2ccc(Cl)cc2)c1)Nc1cccc2cccnc12
    98 | 90 | 111 | 73 | 77 | 81 | 85 | 99
NC(=O)C1Cc2ccccc2CN1C(=O)c1ccc2ccccc2c1 (configuration not stated)
    94[50 µM] | 97[50 µM] | 87[50 µM] | 97[50 µM] | 90[50 µM] | 93[50 µM] | 98[50 µM] | 89[50 µM]
CC(C)c1ncc([N+](=O)[O-])n1C
    102 | 118 | 106 | 104 | 102 | 123 | 97 | 104
O=C1CCCCCC1
    93 | 112 | 89 | 102 | 104 | 100 | 92 | 92
COc1ccc(Nc2nc3n[nH]c(Nc4ccccc4)c3c(=O)[nH]2)cc1
    105 | 88 | 93 | 109 | 107 | 97 | 91 | 100
CC(C)C[C@H](C(=O)O)N(C)C(=O)[C@@H]1CCCN1C(=O)[C@H](C)OC(=O)[C@H](CCC(N)=O)NC(=O)[C@@H]1CCC(=O)N1
    102 | 108 | 94 | 107 | 108 | 93 | 85 | 111
NC(=S)NN=C1CCC(C2CCCCC2)CC1 (configuration not stated)
    92&81 | 94&95 | 125 | 47&51 | 75&67 | 90&90 | 95&83 | 73&81
Cc1c2ccncc2c(C)c2c1c1cc(CO)ccc1n2C
    8.8* | -8.5* | -4.2* | -46* | -17* | 6.8* | 4.3* | 6.7*
CN(C)c1nc2ccccc2c2c1c1c(n2Cc2ccccc2)-c2ccccc2C1=O
    74 | 82 | 87 | . | 78 | 54 | 67 | 108
C=CCC#CCN1CCC[C@H]1C(=O)NCC(=O)OC
    97 | 103 | 95 | 86 | 110 | 101 | 91 | 99
COc1ccc(/C=C/c2nc(Nc3ccc(S(=O)(=O)N=C(N)N)cc3)c3ccccc3n2)cc1
    94 | 87 | 82 | 90 | 93 | . | 76 | 96
C=CCOc1ccc(Cl)cc1Cl
    . | 91 | . | 111 | 113 | 5.1* | 105 | 52
O=C(CNC1C2CC3CC(C2)CC1C3)Sc1nnc2sc3ccccc3n12 (configuration not stated)
    86 | 81 | . | 102 | 97 | . | 89 | .
COc1cc2nc(N3CCC[C@H](NC4=CC(=O)c5ccccc5C4=O)C3)nc(N)c2cc1OC
    -24* | -87* | -20* | -56* | -50* | -48* | -77* | -41*
O=C(C1CCCCC1)N1CCN(C(=O)C2CCCCC2)CC1
    93 | 102 | 101 | 103 | 97 | 105 | 94 | 103
O=C1c2ccccc2C(=O)c2c(SC(=S)N3CCOCC3)cccc21
    . | 89 | 83 | 89 | 82 | 86 | 80 | 82
CN(C)CC1CCCCC1O (configuration not stated)
    80 | 94 | 309 | 108 | 69 | 220 | 92 | 244
COc1ccc(-c2nc3c(N)c(CO)c(C)nc3o2)cc1
    . | 111 | 100 | 67 | . | 91 | 86 | 96
O=C(NNC(=S)Nc1ccc(C(=O)O)c(O)c1)c1ccncc1
    . | 113 | 110 | 97 | 100 | 105 | 102 | 106
O=C(Nc1cccc2c1C(=O)c1cccc(Nc3cccc4c3C(=O)c3cccc(NC(=O)c5ccccc5)c3C4=O)c1C2=O)c1ccccc1
    89 | . | 101 | 126 | 107 | 116 | 107 | 104

Limited to CCRF-CEM and SR, for some of the entries so far:
SMILES	CCRF-CEM	SR
CN(C)CC1CCCCC1O (configuration not stated)	80	309
COc1ccc(-c2nc3c(N)c(CO)c(C)nc3o2)cc1	.	100
O=C(NNC(=S)Nc1ccc(C(=O)O)c(O)c1)c1ccncc1	.	110
